High-throughput results (PubChem BioAssay)
AmpC detergent – qHTS Inhibitors of AmpC Beta-Lactamase (assay with detergent). Potency, µM (series often up to 114 µM), without a hit: top-dose activity change, negative = inhibition, usual class: inhibitors. actives 0.041% (n = 370,000). AmpC hydrolysis of nitrocefin, absorbance 480 nm, 0.01% Triton. AID 485294, 2010;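 note: potency is the fitted concentration of half-maximal effect; 0% = no-compound wells and -100% = no-enzyme wells; nearly all actives have a fitted effect of over 25% in size; some results filed as inactive show a strong effect at the top dose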
Target sequence (P00811 whole entry, looked up): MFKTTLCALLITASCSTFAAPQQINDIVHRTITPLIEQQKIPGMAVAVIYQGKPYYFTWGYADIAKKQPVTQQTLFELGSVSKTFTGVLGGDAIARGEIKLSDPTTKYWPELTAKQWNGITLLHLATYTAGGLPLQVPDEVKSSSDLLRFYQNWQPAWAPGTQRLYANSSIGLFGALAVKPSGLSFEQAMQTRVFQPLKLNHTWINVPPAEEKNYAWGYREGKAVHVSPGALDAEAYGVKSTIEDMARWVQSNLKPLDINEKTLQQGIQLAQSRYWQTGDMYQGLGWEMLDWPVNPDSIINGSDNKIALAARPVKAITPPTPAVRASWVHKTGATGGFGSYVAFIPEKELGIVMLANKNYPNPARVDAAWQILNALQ
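AmpC (5.3 nM in the dispensed reagent) in 20 mM phosphate pH 7.0 with 0.01% (detergent screen) or 0.0001% Triton X-100 was preincubated with compounds for 15 min at room temperature. Nitrocefin was then added from an 800 uM solution, and hydrolysis was followed at 480 nm.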
Giardia FBPA inh – qHTS Assay for Inhibitors of Fructose-1,6-bisphosphate Aldolase from Giardia Lamblia | purified Giardia FBPA | Potency, µM (titrated, usually from 59.6 µM), for inactives: at the highest dose activity, negative = inhibition, hits mostly inhibitors | actives 0.71% (n = 290,000); note: potency is the fitted concentration of half-maximal effect; nearly all actives have a fitted effect of over 55% in size
Target sequence (A8B2U2 whole entry, looked up): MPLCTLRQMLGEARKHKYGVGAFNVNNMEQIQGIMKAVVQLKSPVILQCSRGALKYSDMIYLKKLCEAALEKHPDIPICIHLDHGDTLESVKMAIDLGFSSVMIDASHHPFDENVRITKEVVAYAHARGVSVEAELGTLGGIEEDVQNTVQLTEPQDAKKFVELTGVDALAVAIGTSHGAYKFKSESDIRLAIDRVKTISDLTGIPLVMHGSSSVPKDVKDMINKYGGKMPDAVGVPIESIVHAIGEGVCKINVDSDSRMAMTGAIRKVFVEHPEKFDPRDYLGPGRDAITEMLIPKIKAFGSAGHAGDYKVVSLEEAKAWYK
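Giardia FBPA (40 nM reagent) was preincubated 10 min at RT with compound (up to 57.5 uM final), then substrate plus GAPDH/TPI/NAD/arsenate coupling system with diaphorase/resazurin was added; resorufin fluorescence (525/598 nm) was read after 20 min.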
HCMV inh – qHTS Assay for inhibitors of the human cytomegalovirus (HCMV); HFF cells, HCMV-luciferase reporter, 72 h; hits give low values; activity change, negative = inhibition, % at 57.5 µM; actives 4.5% (n = 410,000); AID 1259415, 2018; in the data active = activity change below about -60%; inconclusive = no clear call, values can overlap the other calls; inactive = above about -39%
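Luciferase read-out from HCMV-luciferase-infected HFFs (MOI 1 PFU/cell) 72 h post infection at 37C; compounds added after 16 h cell attachment; activity normalized between buffer-only basal and Salinomycin (10uM) inhibitor controls.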
AMA1-RON2 inh – qHTS for Inhibitors of AMA1-RON; Towards Development of Antimalarial Drug Lead: Primary Screen; actives 0.2% (n = 360,000); Potency, µM (series often up to 58.2 µM), inactives show top-dose activity change, negative = inhibition, most hits filed as inhibitors; AlphaScreen AMA1-biotinylated RON2 peptide binding; Plasmodium falciparum AMA1 (3D7) - RON2 peptide interaction;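 note: potency is the fitted concentration of half-maximal effect; 0% = vehicle wells and -100% = peptide control; nearly all actives have a fitted effect of over 45% in size; some results filed as inactive show a strong effect at the top dose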
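AMA1 (3D7) with his tag at 25 nM final met compounds first, then biotinylated RON2 peptide at 25 nM; detection used donor plus acceptor beads, 10 µg/mL apiece, read by AlphaScreen after 30 min at room temperature.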
HCV inhibitor – qHTS Assay for Inhibitors of Hepatitis C Virus (HCV); Huh7.5.1 HCVcc-Cre infection, luciferase reporter, 44 h; Potency, µM (top dose mostly 41.8 µM), without a hit: at the highest dose activity change, negative = inhibition, usual class: inhibitors; actives 3.4% (n = 340,000); note: potency is the fitted concentration of half-maximal effect
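Whole-lifecycle infectious HCVcc-Cre system; cells 1,000/well, compound then virus (~0.5 moi) added 4 h after plating, 44 h culture. Luciferase read 15 sec following 15 min substrate incubation, room temp.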
Sm TGR block – qHTS Assay for the Inhibitors of Schistosoma Mansoni Peroxiredoxins. Schistosoma mansoni thioredoxin glutathione reductase (TGR), Q962Y6. purified TGR, DTNB reduction, TNB absorbance 405 nm. Potency, µM (top dose mostly 114 µM), for the others: at the highest dose activity change, negative = inhibition, usual class: inhibitors. actives 3% (n = 360,000). AID 485364, 2010; note: potency is the fitted concentration of half-maximal effect; nearly all actives have a fitted effect of over 60% in size
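TGR 20 nM + NADPH 100 uM (dispensed conc.), cpd preinc 15 min RT; start with NADPH (500 uM addition) then DTNB (15 mM addition). Kinetic TNB absorbance, 405 nm filter. Four-parameter Hill fit across titration.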
Active calls of the source: *; ? = inconclusive; . = no result given; & = joins results of further samples; [ ] = remark or other dose. Unless noted, calls come from the whole dose curve; as a rule, active = well fitted curve in the direction sought with a large enough effect; inconclusive = small, poorly fitted or top-dose-only effect, or another doubt; inactive = no such curve, though single readings can be large; an effect the other way counts as inactive or inconclusive. Unless noted, % is set by controls: 0 for no effect and ±100 for the full control effect.

Molecule	AmpC detergent	Giardia FBPA inh	HCMV inh	AMA1-RON2 inh	HCV inhibitor	Sm TGR block
NC(=S)c1cc2cc(Br)ccc2oc1=O	?	10%	10	-8%	6%	0%
COc1ccc(-c2cc(=O)oc3cc(OCC(=O)Nc4ccccn4)ccc23)cc1	4%	-14%	-21	-1%	?	-18%
COc1cc2c(cc1OC)C(COc1ccccc1OC)N(C(=O)c1ccccc1OC)CC2 (centres undefined)	6%	.	-106*	.	.	-4%
Cc1cccc(C(=O)OCC(=O)c2c(C)[nH]c3ccccc23)c1O	1%	.	-6	13%	?	-3%
COc1ccc(NC(=O)Cn2c(C)cc(=O)c3cccc(OC)c32)cc1	?	4%	9	35%	15%	2%
O=C(Nc1nc2ccc(S(=O)(=O)N3CCCC3)cc2s1)c1cccs1	-16%	6%	29	24%	-11%	-2%
O=C(NCc1cccc(Br)c1)C1CC(c2ccccc2C(F)(F)F)=NO1 (centres undefined)	-7%	1%	9	-3%	-27%	7%
COc1ccc(NC(=O)Cn2ccc3c(OC)cccc3c2=O)cc1	6%	2%	-7	0%	2%	-13%
CCc1ccccc1NC(=O)c1cc2nc(-c3ccc(OC)c(OC)c3)cc(C(F)(F)F)n2n1	23%	.	6	.	.	-1%
CCC(=O)Nc1ccccc1C(=O)OCC(=O)c1ccc2ccccc2c1	-9%	-8%	10	8%	?	4%
Cc1cc(C)c(C#N)c(Oc2ccccc2Br)n1	-4%	5%	-8	17%	3%	2%
Cc1ccc(N2CCN(C(=O)c3cc(COc4c(C)cccc4C)on3)CC2)c(C)c1	6%	.	2	-13%	?	5%
COc1ccc(CN(C#N)c2nc(SC)nc(N(C)C)n2)cc1	-8%	7%	2	8%	?	1%
O=C(Oc1cccc([N+](=O)[O-])c1)c1ccc2c(=O)n3c(nc2c1)CCC3	-11%	.	33	-10%	-10%	-35%
CC1=C(C)CS(=O)N(c2ccc(S(N)(=O)=O)cc2)C1 (centres undefined)	?	0%	31	4%	18%	0%
O=C(c1cccc(F)c1)N1CCc2ccccc21	0%	-1%	71	6%	?	0%
O=C(Nc1cc2c(cc1Cl)OCCCO2)c1ccc(F)cc1	-2%	1%	30	14%	-27%	5%
COc1ccc(-c2cc(C(=O)Nc3c(C(=O)c4ccc(C)c(F)c4)oc4ccccc34)no2)cc1	11%	.	12	.	.	2%
O=C(c1c(F)cccc1F)N1CCC(n2nnc3cc(C(F)(F)F)ccc32)CC1	1%	1%	17	-13%	18%	-14%
CCc1ccc(C(=O)Nc2ccc(S(=O)(=O)Nc3nc(C)cc(C)n3)cc2)o1	-1%	0%	4	-7%	-3%	-34%

Next section; it opens with the three that closed the last part.
Molecule	AmpC detergent	Giardia FBPA inh	HCMV inh	AMA1-RON2 inh	HCV inhibitor	Sm TGR block
COc1ccc(-c2cc(C(=O)Nc3c(C(=O)c4ccc(C)c(F)c4)oc4ccccc34)no2)cc1	11%	.	12	.	.	2%
O=C(c1c(F)cccc1F)N1CCC(n2nnc3cc(C(F)(F)F)ccc32)CC1	1%	1%	17	-13%	18%	-14%
CCc1ccc(C(=O)Nc2ccc(S(=O)(=O)Nc3nc(C)cc(C)n3)cc2)o1	-1%	0%	4	-7%	-3%	-34%
COc1ccccc1C(=O)NNC1=NS(=O)(=O)c2ccccc21	?	-14%	-13	2%	10%	3%
O=S(=O)(c1ccc2c(c1)OCCO2)N1CCN(Cc2ccccc2)CC1	-14%	-3%	-3	-1%	11%	7%
COc1ccc(S(=O)(=O)N(CC(=O)NCc2ccncc2)Cc2ccccc2)cc1	?	0%	5	-6%	3%	2%
CC(NC(=O)CNC(=O)C1CCCCC1)c1ccc(S(N)(=O)=O)cc1 (centres undefined)	-1%	6%	-28	13%	9%	-1%
COCCNc1oc(-c2ccc(C)cc2)nc1C#N	0%	-1%	143	-6%	-3%	1%
CC(C)(C)OC(=O)N1CCC[C@H]1C(=O)O	?	8%&4%	-38	15%	30%	3%
COc1cc(N2Cc3ccccc3C2)ccc1C=O	-7%	-9%	69	-9%	-3%	?
CC(C)N(C(=O)CSc1ccc(S(=O)(=O)N2CCCCC2)cn1)C(C)C	-17%	.	0	-5%	-13%	1%
COc1cc2c(cc1OC)N1C(=O)CC(OCC(=O)O)C3C4CC5(CCN5C(=O)C4=O)C2C31 (centres undefined)	5%	-2%	-11	-8%	12%	-19%
O=C(NCCCc1ccccc1)c1ccc(Br)o1	-9%	6%	-3	20%	-1%	-30%
C=CCOC(=O)c1[nH]c2c(c1C)C(=O)CC(c1cc(OC)c(OC)c(OC)c1)C2 (centres undefined)	-9%	1%	.	-6%	?	-15%
COc1cccc(C(=O)Nc2nc3c(s2)CCCC3)c1	17%	.	52	.	.	6%
CCN(C(=O)COc1cc(=O)n(C)c2ccccc12)c1cccc(C(F)(F)F)c1	3%	.	-39	.	.	6%
COc1ccc(S(=O)(=O)n2nc(C)c(S(=O)(=O)N3CCCCCC3)c2C)cc1C	0%	.	7	.	.	7%
O=C(O)c1cc(-c2ccc(/C=C3\NC(=O)N(c4ccccc4)C3=O)o2)ccc1Cl	10%	?	-11	-3%	-1%	50µM*
O=[N+]([O-])c1ccc(Cl)c(NC2=NCCCCC2)c1	-6%	4%	15	9%	-11%	-4%
O=C(CCN1CCOCC1)NNC(=O)c1ccc([N+](=O)[O-])cc1[N+](=O)[O-]	.	.	17	10%	14%	.
CCN(CC)S(=O)(=O)c1ccc2oc(Nc3ccccc3)nc2c1	-1%	-8%	-14	14%	?	2%
Cc1cccc(N2C(=O)/C(=C/N3CCN(C(=O)c4ccco4)CC3)C(=O)NC2=S)c1	?	-8%	-5	-1%	3%	-16%
CC(C)(C)S(=O)N1Cc2cc(=O)n(Cc3ccccc3)cc2[C@H]1CCO (some centres undefined)	.	.	17	0%	16%	.
Cc1cc(OCc2cc(C(=O)NCCN3CCCCC3CO)no2)cc(C)c1Cl (centres undefined)	2%	.	-11	3%	8.9µM*	5%
O=c1c2cc(Cl)ccc2[nH]c(=S)n1Cc1cccs1	2%	5%	8	36%[activator]	?	7%
CCC(C)NC(=O)CNC(=O)c1nn(-c2ccc(OC)cc2)c(=O)c2ccccc12 (centres undefined)	3%	6%	-12	-3%	7%	1%
Cc1cc(C)c(C#N)c(Oc2ccccc2)n1	4%	7%	-20	1%	8%	1%
COc1ccccc1C(O)(C(=O)NN(C)c1ccccc1)c1ccccc1OC	-13%	2%	-40	4%	5%	-18%
Cc1ccc2cc(CCNS(=O)(=O)c3ccc(Cl)cc3)c(=O)[nH]c2c1C	-8%	3%	-8	6%	-14%	-10%
COc1ccc(CSc2ncnc3sccc23)cc1F	-1%	0%	-36	27%	0%	6%
COc1ccc(CNS(=O)(=O)c2ccc(F)c(C(=O)Nc3c(C)cc(C)cc3C)c2)cc1	9%	.	3	.	.	11%
Oc1c(C=C2N=c3ccccc3=N2)sc(=S)n1C1CCCC1	-6%	5%	-35	-1%	-1%	-8%
O=C(CN1C(=O)CCC1=O)NNc1ccc2ccccc2c1	-3%	-8%	-28	-2%	-7%	.
CC(C)CNS(=O)(=O)c1ccc(OCC(=O)Nc2ccc3c(c2)OCO3)c(Cl)c1	?	0%	-6	10%	-17%	4%
CCCCOc1ccc(C(=O)NCC(=O)N(C)Cc2nc3ccccc3c(=O)[nH]2)cc1	-5%	.	-8	26%	-20%	-23%
CCn1c(CNc2cccc(C(F)(F)F)c2)n[nH]c1=S	-6%	-10%	-14	98%[activator]	2%	-2%
O=C(Nc1c(C(=O)N2CCOCC2)cnn1-c1ccccc1)c1ccccc1	-10%	4%	30	3%	-5%	0%
O=C(OCc1nc2ccccc2s1)c1cccc(S(=O)(=O)N2CCOCC2)c1	-10%	1%	125	-5%	-7%	0%
NC(=O)c1ccc(SCC(=O)OCC(=O)NCc2cccs2)c([N+](=O)[O-])c1	0%	.	-20	-8%	4%	2%
CCOC(=O)CN1C(=O)N[C@@H](c2cccc(F)c2)C(C(=O)OC)=C1C	.	6%[12.9 µM]	-5	-5%	-15%	.
CC(Sc1nn(-c2ccc(Cl)cc2)c(=S)s1)C(=O)NCC1CCCO1 (centres undefined)	6%	.	-10	-2%	10%	0%
CSc1ccccc1C(=O)NCc1cccnc1	-4%	5%	?	-4%	3%	18%
CCCOCc1cc(CN2CCN(c3cccc(Cl)c3)CC2)c(O)c2ncccc12	24%	.	-97*	.	.	-18%

Single records (already shown). Order of values: AmpC detergent, Giardia FBPA inh, HCMV inh, AMA1-RON2 inh, HCV inhibitor, Sm TGR block
`O=C(CN1C(=O)CCC1=O)NNc1ccc2ccccc2c1` as listed: -3%, -8%, -28, -2%, -7%, .
`CC1=C(C)CS(=O)N(c2ccc(S(N)(=O)=O)cc2)C1` (centres undefined) as listed: ?, 0%, 31, 4%, 18%, 0%

Other records follow:
Molecule	AmpC detergent	Giardia FBPA inh	HCMV inh	AMA1-RON2 inh	HCV inhibitor	Sm TGR block
CC(C)c1nc2ccccc2c2nnc(SCC(=O)NCc3ccco3)n12	-5%	6%	-11	-8%	6%	-10%
CN1CCN(S(=O)(=O)c2cc(Cl)c(Cl)cc2Cl)CC1	2%	14%	1	4%	0%	12%
COc1cc(OC)c(NC(=O)c2ccc(-n3cnc4cccnc43)cc2)cc1Cl	6%	.	-27	.	.	2%
CN(C)C(=O)CCc1ccc2c3c([nH]c2c1)[C@]1(C)[C@@H](C(=O)N2CCCCC2)C[C@H](CC(=O)NCCCn2ccnc2)C(=O)N1CC3	.	.	21	-6%	10%	.
COc1ccc(-n2ncc(C(=O)Nc3ccc(C)cc3Cl)c2C2CCN(C(=O)OC(C)(C)C)CC2)cc1	-5%	.	0	.	.	2%
O=C(Nc1ccc(C(F)(F)F)cc1)OC1CN2CCC1CC2 (centres undefined)	-10%	5%	88	8%	?	-2%
Cc1ccc(S(=O)Cc2ccc(C(=O)NCc3ccc(OC(C)C)cc3)o2)cc1 (centres undefined)	0%	.	-19	.	.	-19%
CSc1ccc(CCNC(=O)Cn2ncn3c(cc4ccccc43)c2=O)cc1	21%	.	3	.	.	-5%
O=C(CCn1c(=O)c2ccccc2n(Cc2cccc([N+](=O)[O-])c2)c1=O)N1CCc2ccccc2C1	-19%	0%	16	-28%	7%	-4%
CCOC(=O)N1CCN(S(=O)(=O)c2ccc(C(=O)Nc3nnc(C)o3)cc2)CC1	-2%	25%	68	30%	-2%	-5%
O=S(=O)(NCCc1csc(-c2ccccc2)n1)c1cccnc1	-8%	-2%	-15	-5%	8%	?
Cc1ccc(NC(=O)CSc2nnc(CNC(=O)c3ccccc3F)o2)cc1Cl	-17%	.	-3	13%	-15%	-10%
CN(CC(=O)Nc1ccccc1Br)C(=O)C1CCN(C(=O)c2ccc(Cl)cc2)CC1	.	.	19	0%	10%	.
